CatB inh: blocks human cathepsin B protease activity | P07858 | purified cathepsin B, fluorogenic substrate, fluorescence | inhibition, %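 (tested at 10 µM)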 | 63,000 compounds, 0.1% hits; in the data active = inhibition above about 21%;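 also: 0% = enzyme with no compound and 100% = no enzyme blank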
Her2 expr inh: lowers expression of human Her2 kinase; SKBR-3 HER2 protein level, AlphaScreen, 18-24 h; stronger effect = lower value; HER2 level % of control, % at 10 µM; 65,000 compounds, 0.69% hits;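 active = HER2 level under 5% of the carrier-only control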;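 also: 100% = DMSO carrier and 0% = 500 nM PU-H71 HSP90 inhibitor; lower value means stronger loss of Her2 protein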
PKA inh: PKA (human) kinase inhibition; P17612; inhibition, % at 6 µM; PKA Kemptide phosphorylation, Kinase-Glo ATP luminescence; 65,000 compounds, 0.1% hits; AID 524;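 active = inhibition above the screen-wide mean inhibition plus 3 SD, cut at about 21% in these data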; also: many of its hits are not listed in these tables
C1s block: human complement C1s inhibition; purified C1s, fluorogenic AMC substrate, pooled mixtures; mean inhibition % of two 10-compound mixtures (stronger effect = higher value), % at 5 µM (by protocol); 62,000 compounds, 0.16% hits; AID 538;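 active = inhibition above 20% in each of the two 10-compound mixture wells holding the compound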;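 also: 0% = enzyme wells lacking compound mixture and 100% = no-enzyme blank wells; some compounds called inactive have numbers as strong as hits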
CatB mix inh: inhibitors of human cathepsin B in compound mixtures; 62,000 compounds, 0.06% hits; P07858; Purified cathepsin B, AMC dipeptide fluorescence; inhibition, %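 (ten-compound pools at 5 µM per compound and 50 µM total)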; in the data active = inhibition above about 22%, passing the limit was not always enough;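 also: 0% = enzyme without compound and 100% = no enzyme blank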
CatG inh: cathepsin G (human) inhibition; purified enzyme, AMC-tetrapeptide fluorescence, pooled mixtures; 62,000 compounds, 0.2% hits; inhibition, % at 5 µM (by protocol); P08311;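 active = inhibition above 20% in each of the two mixture wells holding the compound; inactive = inhibition of 20% or less in either well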;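 also: 0% = enzyme control without mixture and 100% = blank lacking enzyme; strong numbers were not always called active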
Target sequence (P08311 21-244 limits assumed): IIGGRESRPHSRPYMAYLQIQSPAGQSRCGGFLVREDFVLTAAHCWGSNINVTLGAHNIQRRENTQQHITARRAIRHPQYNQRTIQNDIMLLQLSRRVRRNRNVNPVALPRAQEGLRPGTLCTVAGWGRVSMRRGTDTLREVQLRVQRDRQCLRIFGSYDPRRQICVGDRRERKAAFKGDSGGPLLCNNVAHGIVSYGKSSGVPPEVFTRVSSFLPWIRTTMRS
CatL block: inhibitors of human cathepsin L; purified cathepsin L, fluorogenic substrate, fluorescence; AID 460; inhibition, %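 (tested at 10 µM)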; P07711; 58,000 compounds, 0.17% hits; in the data active = inhibition above about 45%;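 also: 0% = enzyme with no compound and 100% = no enzyme blank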
Target sequence (P07711 114-288 limits assumed): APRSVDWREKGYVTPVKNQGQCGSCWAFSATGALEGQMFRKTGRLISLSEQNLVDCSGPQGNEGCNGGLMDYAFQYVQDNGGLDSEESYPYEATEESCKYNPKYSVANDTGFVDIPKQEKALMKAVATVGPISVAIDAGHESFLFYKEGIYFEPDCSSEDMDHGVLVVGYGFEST
Target sequence (P07711 292-333 limits assumed): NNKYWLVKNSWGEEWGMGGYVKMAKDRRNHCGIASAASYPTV
CatS block: inhibitors of human cathepsin S | 62,000 compounds, 0.06% hits | inhibition, %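 (tested at 5 µM per compound within 10-compound mixtures)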 | recombinant cathepsin S, AMC dipeptide fluorescence, pooled mixtures; in the data active = inhibition above about 32%, passing the limit was not always enough;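 also: 0% = enzyme without compound and 100% = blank without enzyme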
Target sequence (P25774 115-331 limits assumed): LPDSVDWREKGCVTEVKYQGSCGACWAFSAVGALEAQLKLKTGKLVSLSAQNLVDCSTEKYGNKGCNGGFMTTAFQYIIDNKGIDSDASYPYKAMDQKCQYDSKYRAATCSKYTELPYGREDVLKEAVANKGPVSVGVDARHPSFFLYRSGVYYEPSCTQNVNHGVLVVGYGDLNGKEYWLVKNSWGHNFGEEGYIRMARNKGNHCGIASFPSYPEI
ROCK2 blocker: blocks human Rho kinase 2 activity; 60,000 compounds, 0.35% hits; purified ROCK2, Kinase-Glo ATP depletion luminescence; inhibition, % at 6 µM;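 active = inhibition above the screen-wide mean inhibition plus 3 SD, cut at about 18% in these data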;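 also: plate controls were DMSO wells for no effect and Y-27632 control wells after no-enzyme background subtraction for full effect; many of its hits are not listed in these tables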
* marks the source's active call; other numbers are inactive results; x = not tested or not shown. This is a subset; count on the stated rates, not on these rows.

SMILES	CatB inh	Her2 expr inh	PKA inh	C1s block	CatB mix inh	CatG inh	CatL block	CatS block	ROCK2 blocker
O=C(Nc1ccc2c(c1)oc1ccccc12)c1ccc2c(c1)OCO2	-1	90	-5	3	-2	6	17	11	-1
O=C(CN1CCN(Cc2ccccc2Cl)C1=O)NCC1CCCO1 (stereo not given)	-3	115	1	6	5	3	18	18	-2
CN1CCN(CCC(=O)Nc2ccc(OCc3ccccc3)cc2)CC1	-3	103	2	-5	-1	1	6	2	-5
Cc1ccc(N2CC(C(=O)Nc3ccccn3)CC2=O)cc1 (stereo not given)	-4	109	10	2	2	0	5	15	6
CSCCC(NS(=O)(=O)c1cccs1)C(=O)NCc1cccs1 (stereo not given)	-2	79	-2	4	5	10	-4	-3	x
Cc1ccc(S(=O)(=O)N2CCCCC2)cc1C(=O)c1nccn1C	6	72	6	-2	-1	-5	8	8	-6
O=C1c2ccccc2C(=O)N1CCCn1c(=O)oc2ccccc21	0	119	-3	-1	3	-1	1	4	-1
O=C(O)CC(C(=O)OC1CCCCC1)N1CCOCC1 (stereo not given)	4	112	-1	-27	5	6	11	11	-2
COc1ccccc1-n1c2c(cc(C(=O)N3CCC(C)CC3)c1=O)C(=O)CC(C)(C)C2	5	115	5	16	3	12	7	1	5
O=C1C=C(NCCNc2c(F)c(F)c(CO)c(F)c2F)CCC1	0	100	0	x	x	x	5	x	2
C/C(N)=C(/C#N)C(=O)CSc1nnnn1-c1ccc(C)cc1C	-2	129	-1	5	7	15	-10	-5	-12
Cc1oc(-c2ccc(Cl)cc2)nc1CS(=O)CC(=O)NCCN1CCCC1 (stereo not given)	2	95	-7	5	4	9	x	-3	-3
CCCCN(C(=O)Cn1nnc2ccccc21)C(C(=O)NCCOC)c1ccc(OC)cc1 (stereo not given)	0	104	-6	15	5	10	14	9	-7
O=C(NCc1ccco1)c1ccc(S(=O)(=O)N2CCCc3ccccc32)cc1	4	82	10	-34	-3	-4	36	1	4
Cc1[nH]nc2c1C(c1ccc3c(c1)OCO3)C(C#N)=C(N)O2 (stereo not given)	3	94	-4	41	1	12	x	11	-1
CCN(CC)CCN1C(=O)C(=O)/C(=C(/O)c2ccc(OC)c(OC)c2)C1c1ccccn1 (stereo not given)	-3	89	4	-63	-6	-12	x	-5	2
O=C(CC1=NC2(CCCC2)Cc2ccccc21)N1CCOCC1	4	95	2	-8	4	-5	10	-6	2
Cc1ccc(C(=O)CSc2nc(C)cc(SCc3nnc(-c4ccccc4)o3)n2)cc1	4	79	0	3	-4	8	0	2	4
CCOC(=O)c1ccc(N2C(=O)c3n[nH]c(C)c3C2c2ccc(OC)c(OC)c2)cc1 (stereo not given)	2	71	5	-20	4	4	2	1	1
CC(=O)Cc1ccccc1OCC(=O)O	-2	104	-5	-8	-6	0	-8	-8	1
CC1(C)NC(=O)N(CC(O)COC2CCCCC2)C1=O (stereo not given)	-1	111	12	-2	1	-4	9	-4	3
Cc1cc(C)n(S(=O)(=O)c2ccc(C)c(C)c2C)n1	-3	197	8	6	-2	-1	0	6	7
COc1ccc(S(=O)(=O)N(Cc2nc3ccccc3c(=O)[nH]2)C2CCCC2)cc1	0	71	0	16	2	14	28	7	-2
COc1ccccc1-n1c(CNc2c(C)cccc2C)nnc1SCC(=O)N1CCOCC1	-1	86	-5	-44	-6	-2	-8	-8	-8
CN(C)C(=O)c1ccc(NC(=O)c2cccnc2)cc1	2	121	1	7	0	10	x	2	x
Cn1nnnc1SCCNS(=O)(=O)c1ccccc1	0	93	5	-20	5	-3	21	2	2
CCCCN(CCCC)c1nc2ccccc2nc1C(C#N)C(=O)NCCCOC (stereo not given)	-2	110	2	x	x	x	-6	x	2
COc1ccc(NC(=O)c2ccc(-n3nc(C)c[n+]3[O-])cc2)cc1	-1	83	-4	0	-2	3	13	8	-3
O=C(CSc1nc2ccccc2c(=O)n1-c1ccccc1)NCc1ccco1	0	107	0	-16	5	0	11	3	-3
Cc1cc(-c2ccco2)n(-c2ccccc2)n1	7	92	9	-11	-1	-8	31	11	4

Copied from the list:
CC1(C)NC(=O)N(CC(O)COC2CCCCC2)C1=O (stereo not given) | CatB inh: -1
COc1ccc(NC(=O)c2ccc(-n3nc(C)c[n+]3[O-])cc2)cc1 | CatS block: 8
Cn1nnnc1SCCNS(=O)(=O)c1ccccc1 | Her2 expr inh: 93
COc1ccccc1-n1c(CNc2c(C)cccc2C)nnc1SCC(=O)N1CCOCC1 | CatS block: -8

Rewritten as a markdown table: 2 of the compounds above.
| SMILES | CatB inh | Her2 expr inh | PKA inh | C1s block | CatB mix inh | CatG inh | CatL block | CatS block | ROCK2 blocker |
| --- | --- | --- | --- | --- | --- | --- | --- | --- | --- |
| Cc1cc(C)n(S(=O)(=O)c2ccc(C)c(C)c2C)n1 | -3 | 197 | 8 | 6 | -2 | -1 | 0 | 6 | 7 |
| COc1ccc(S(=O)(=O)N(Cc2nc3ccccc3c(=O)[nH]2)C2CCCC2)cc1 | 0 | 71 | 0 | 16 | 2 | 14 | 28 | 7 | -2 |

More records
SMILES	CatB inh	Her2 expr inh	PKA inh	C1s block	CatB mix inh	CatG inh	CatL block	CatS block	ROCK2 blocker
CCOC(=O)c1c(NC(=O)c2ccn(CC)n2)sc2c1CCCC2	-4	91	0	-30	-8	-4	-11	-13	1
CCC(=O)Nc1c(-c2cccs2)c(=O)c2ccccc2n1C	2	148	3	6	-1	6	x	1	2
CCOC(=O)C1CCN(CC(O)COc2ccc(C(C)=O)cc2)CC1 (stereo not given)	0	100	4	-3	1	8	-9	-5	4
CCOC(=O)N1CCN(S(=O)(=O)c2ccc(C)cc2)C1c1ccccc1 (stereo not given)	-1	196	9	-6	1	-1	4	0	x
CCOc1ccc(CCNc2nc3c(c(=O)n(C)c(=O)n3C)n2CC)cc1OCC	-1	75	4	0	-2	4	2	0	6
O=C(CSc1nc2nc[nH]c2c(=O)[nH]1)NC1CCCCC1	4	162	12	-1	2	0	6	2	8
O=C(c1ccc(N2CN(C(=O)c3ccco3)c3nc4ccccc4nc32)cc1)N1CCOCC1	5	108	-3	-1	1	-3	3	17	1
CCN(CC)CCCCOc1ccccc1OC	4	77	-3	16	4	13	14	15	2
Cc1cc(C)n(-c2nc3ccccc3c(=O)n2OCCOc2ccccc2)n1	0	89	15	-25	2	-7	0	4	3
O=C(NCc1ccco1)C(c1ccccc1F)N(Cc1cccnc1)C(=O)Cn1nnc2ccccc21 (stereo not given)	0	110	9	1	3	-4	-4	0	0
CCCNC(=O)c1cccc(COCC(F)(F)C(F)F)c1	5	111	7	10	3	5	-2	-5	-3
CC1(C)CC(NC(=O)c2coc(=O)c(Br)c2)CC(C)(C)N1	-1	65	-6	-7	-4	8	26	2	8
COc1ccc(-n2c(SCC(=O)Nc3ccc4c(c3)OCO4)nc3c(c2=O)SCC3)cc1	-3	101	10	-2	-3	0	-7	-2	6
COc1ccc(C2C(C#N)=C(N)SC(N)=C2C#N)cc1OC	9	110	5	-71	2	-7	23	7	-8
CCCCN(CC)CCCNC(=O)c1cc2c(=O)n(C)c3ccccc3c2n1C	-2	83	8	0	4	8	11	16	4
Cc1ccc(NC(=O)Cn2nc(C)c3ccccc3c2=O)cc1F	1	64	6	-3	2	6	6	-10	3
COc1ccc2c(c1)CCc1c(C(=O)NC3CCCCC3)noc1-2	-3	85	-7	3	-2	74*	-35	8	-1
CCOc1cccc(-c2nnc3sc(COc4ccc(Cl)cc4)nn23)c1	2	127	11	-2	1	12	11	-5	8
CN(Cc1ccco1)C(=O)c1ccc(N2CCCC2=O)cc1	6	74	10	0	4	13	5	-2	6
CCN(CC)c1ccc(NC(=O)CC2Oc3ccccc3NC2=O)c(C)c1 (stereo not given)	4	70	0	-22	-2	5	x	9	2
Cn1c(=O)n(C)c2cc(C(=O)c3ccccc3)ccc21	3	94	3	x	x	x	2	x	6
O=C(Cn1ncc2ccccc21)N1CCN(c2cccc(C(F)(F)F)c2)CC1	4	92	7	13	5	11	6	6	-3
CN1CCc2c(c3c(n2C)CCN(C)[C@@H]3c2cccnc2)[C@H]1c1cccnc1	4	102	1	4	2	9	5	6	3
CC(C)N(O)C(=O)NC(C)(C)C	0	69	0	3	5	10	-3	3	5
O=S(=O)(NCc1cccnc1)c1cccc2nsnc12	2	83	4	2	7	10	20	8	6
O=C(OCc1nnc(-c2ccc(Cl)cc2)o1)c1ccncc1	12	106	17	-2	1	1	x	6	10
Cc1nnc(N2C(=O)C(O)=C(C(=O)c3ccco3)C2c2ccc(F)cc2)s1 (stereo not given)	0	111	5	9	4	12	-3	-8	4
CC(=O)Oc1ccc(C(=O)Nc2nccs2)cc1	8	83	-2	-6	-1	-5	14	24	-4
COC(=O)c1cc(NC(=O)CC2C(=O)NCCN2C(=O)c2ccccc2)cc(C(=O)OC)c1 (stereo not given)	2	116	7	14	1	7	7	1	4
CCCS(=O)(=O)N1CCCC(C(=O)NCc2ccco2)C1 (stereo not given)	5	125	12	15	2	12	9	-2	10
O=C(CS(=O)(=O)c1ccccc1)N1CCCCCC1	3	108	-3	-9	0	1	0	17	1
Cc1ccc(N(CC(=O)NC2CCC(C)CC2)S(=O)(=O)c2cccnc2)cc1 (stereo not given)	7	99	1	-21	34	-7	72*	4	-6
COc1cccc(-n2nnc3c(=O)n(Cc4cccc(F)c4)cnc32)c1	0	95	4	-20	0	-24	5	2	x
O=C(NCc1ccccc1F)C1CCCN1C(=O)NCc1ccccc1 (stereo not given)	-1	116	4	14	1	8	16	2	2
CCOC(=O)c1c(C)nc2c(c1C)/C(=N/O)CC(C)(C)C2	4	75	7	-2	2	6	3	-7	1
Cc1ccc(Nc2nc(C(=O)NCc3ccco3)cs2)cc1	8	82	4	-15	3	-4	10	6	0
Cc1nc(NC2=NCN(C3CCCCC3C)CN2)nc2ccccc12 (stereo not given)	0	76	-6	-8	-2	-1	12	10	-3
CC1(C)Cc2c(c(N3CCOCC3)nc3sc4c(=O)[nH]cnc4c23)CS1	6	82	-12	x	x	x	9	x	-9
COc1ccc(S(=O)(=O)N2CC(C)N(S(=O)(=O)c3ccc(OC)cc3)CC2C)cc1 (stereo not given)	3	82	8	-18	0	14	1	-7	8
CCOC(=O)C1=C(CSc2nc(C)cc(C)c2C#N)OC(N)=C(C#N)C1c1cccs1 (stereo not given)	0	118	-3	-39	2	7	26	-8	1
Fc1ccc(Cn2nnnc2CN2CCc3ccccc3C2)cc1	-2	47	8	4	4	0	-2	-3	4
CC(C(=O)Nc1ccc(C(=O)O)cc1)N1C(=O)c2ccccc2C1=O (stereo not given)	7	97	-2	-4	2	5	18	3	0
CC(C)Cc1cc(C(=O)Nc2c(F)cc(F)cc2Br)no1	2	107	1	10	3	12	2	-2	2
Cc1ccc2ccccc2c1COC(=O)c1nonc1N	13	114	-6	2	2	11	17	-7	0
CCOC(=O)N1CCN(Cc2nc3c(c(=O)[nH]c(=O)n3C)n2Cc2ccccc2C)CC1	-1	99	3	16	5	11	x	0	-2
NC(=O)NC(=O)COC(=O)c1ccccc1Oc1ccccc1	-1	103	-3	-3	6	-1	x	2	x
NC1=NC(c2ccc(Br)cc2)n2c(nc3ccccc32)N1 (stereo not given)	-2	82	0	-20	0	3	16	14	1
COc1ccccc1NC(=O)CSc1nnc(-c2ccncc2)n1CC1CCCO1 (stereo not given)	4	102	6	9	3	5	9	3	9
Cn1cccc1Cc1nnc(SCC(=O)NC2CCCC2)n1-c1ccc(F)cc1	2	93	-8	13	3	8	-8	4	0
CCOC(=O)c1c(CN2CCCCC2)oc2ccc(OC)cc12	3	132	3	16	-4	18	-10	4	2
O=C(NCCN1CCCC1=O)Nc1ccccc1	6	108	3	20	3	8	-8	-10	2
CCOC(=O)c1c(CN2CCN(CCO)CC2)n(C)c2cc(Br)c(OC)cc12	-3	78	-2	x	x	x	11	x	-10
O=C(NC1CCCCC1)C(c1ccncc1)N(CC1CCCO1)C(=O)C(F)(F)F (stereo not given)	2	89	-1	12	2	7	2	-1	1
COc1ccc(Nc2nc(C(=O)NCCCN3CCOCC3)cs2)cc1	2	72	12	-38	-5	2	14	4	7
O=c1[nH][nH]c(=O)c2cc(N3CCCC3)ccc12	2	83	14	8	-4	9	10	-5	8

Screening data: PubChem BioAssay, several laboratories
